High-throughput results deposited in PubChem BioAssay by The Scripps Research Institute Molecular Screening Center.
TAAR1 agonist – human TAAR1 agonists, primary screen, Fluo-8 calcium fluorescence, CHO RD-HGA16 cells. vehicle wells 0%, saturating PEA agonist 100%. activation, % at 3 µM. Trace amine-associated receptor 1 (Homo sapiens), Q96RJ0. 360,000 tested, 0.99% active;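 active = activation above the mean activation of all test compounds in the run plus 3 SD, cut at about 38% in these data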
Target sequence (Q96RJ0 whole entry, looked up): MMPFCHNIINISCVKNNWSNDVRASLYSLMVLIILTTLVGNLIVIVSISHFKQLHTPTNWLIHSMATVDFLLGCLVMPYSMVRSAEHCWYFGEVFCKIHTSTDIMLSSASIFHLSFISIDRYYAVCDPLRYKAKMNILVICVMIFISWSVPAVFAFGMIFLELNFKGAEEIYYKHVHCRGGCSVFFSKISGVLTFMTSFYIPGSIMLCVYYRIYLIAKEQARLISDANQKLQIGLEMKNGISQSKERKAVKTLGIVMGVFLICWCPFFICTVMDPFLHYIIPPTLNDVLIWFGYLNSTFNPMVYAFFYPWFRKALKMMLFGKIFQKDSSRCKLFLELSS
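Test system: RD-HGA16 (CHO) cells co-expressing Gα16 and hTAAR1; dosing: one-point dosing at 3 µM (nominal); timing: 17-24 h seeding, 75 min 37 °C dye, 30 min RT; signal: kinetic Fluo-8 calcium fluorescence; read-out basis: % activation relative to PEA EC100 response; controls: DMSO and PEA EC100; replicates: n 1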
OXTR potentiator – human OXTR potentiators, primary screen, fluorescence, CHO-OTR cells, Fluo-8 calcium. Fluo-8 calcium fluorescence, potentiator mode; 0% = oxytocin EC15, 100% = EC100. activation, % at 3 µM. 320,000 tested, 0.061% active. AID 2445, 2010;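 active = activation above that plate's cutoff, the mean activation of tested compounds plus 3 SD, cut at about 6.6% in these data, passing the limit was not always enough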;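 also: 100% uses oxytocin at 75 nM as the full agonist control; some results filed as inactive read as strong as hits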
Target sequence (P30559 whole entry, looked up): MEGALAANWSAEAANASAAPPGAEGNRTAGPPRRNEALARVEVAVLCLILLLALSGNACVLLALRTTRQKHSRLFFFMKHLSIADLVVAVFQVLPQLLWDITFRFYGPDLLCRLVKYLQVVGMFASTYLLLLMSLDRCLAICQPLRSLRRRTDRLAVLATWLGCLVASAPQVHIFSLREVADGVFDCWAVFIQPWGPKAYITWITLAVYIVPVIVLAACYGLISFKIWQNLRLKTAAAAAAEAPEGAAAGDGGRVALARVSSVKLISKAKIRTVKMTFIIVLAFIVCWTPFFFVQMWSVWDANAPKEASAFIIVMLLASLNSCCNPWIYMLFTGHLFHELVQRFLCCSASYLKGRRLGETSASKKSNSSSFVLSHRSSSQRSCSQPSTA
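System: human OTR in CHO cells; Also added: sub-maximal oxytocin, roughly EC15; Timing: compound 6 min at room temperature before oxytocin, 100 s read; Technique: Fluo-8 intracellular calcium fluorescence, ex 470-495, em 515-575 nm; Controls: oxytocin EC15 low and EC100 high; Replication: singlicate.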
CHRM1 antagonist – human M1 muscarinic receptor antagonists, primary screen, CHO-K1 cells, Fluo-8 calcium fluorescence, 1536-well; CHO-K1 hM1, ACh EC80 antagonist; inhibition, % at 3 µM; 360,000 tested, 1.3% active; AID 588852, 2011;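 active = percent inhibition above its own plate's cutoff, namely the mean of that plate's compound wells plus 3 SD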;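 also: peak over basal fluorescence ratio during 140 s after agonist addition; 0% = ACh EC80 plus DMSO and 100% = DMSO alone without agonist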
OXTR agonist – human OXTR agonists, primary screen, fluorescence, CHO-OTR cells, Fluo-8 calcium; Oxytocin receptor (Homo sapiens), P30559; Fluo-8 calcium fluorescence; normalized: DMSO 0%, oxytocin 100%; activation, % at 3 µM; 320,000 tested, 0.32% active; AID 2435, 2010;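 active = activation above the mean of all tested compounds plus 3 SD, cutoff set per screening run, cut at about 20% in these data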;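 also: peak over basal fluorescence ratio from a 100 s FLIPR kinetic read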
M1 ag – human M1 muscarinic receptor agonists, primary screen, Fluo-8 calcium fluorescence, CHO-K1 cells, HTS; 360,000 tested, 0.33% active; AID 588814, 2011; CHO-K1 hM1, agonist mode; 0% DMSO, 100% acetylcholine EC100; activation, % at 3 µM;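 active = activation above the run's mean compound activation plus 3 SD, cut at about 16% in these data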;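 also: peak over basal fluorescence ratio within a 140 s kinetic read after compound addition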
CHO parental Ca – ATP-evoked calcium signal inhibitors, parental CHO, primary screen, counter-screen for OX1R antagonist project, cell-based, fluorescence, Fluo-8 calcium dye; AID 463079, 2010; parental CHO-K1, ATP-induced calcium, Fluo-8 fluorescence; inhibition, % at 5.6 µM; 330,000 tested, 0.63% active;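 active = inhibition above that plate's mean sample inhibition plus 3 SD, cut at about 26% in these data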;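 also: 0% = ATP-challenged DMSO wells and 100% = DMSO wells without ATP; some compounds past the cut are filed as inactive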
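Test system: parental CHO cells; detection: calcium-sensitive Fluo-8 fluorescence; evaluation: percent inhibition of calcium signal; also added: ATP as calcium-mobilizing challenge; repeats: one well per compound; control set: ATP-challenged DMSO wells low, unchallenged DMSO wells high; compound: single nominal dose of 5.6 µM per compound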
TAAR1 antag – human TAAR1 antagonists, primary screen, Fluo-8 calcium fluorescence, CHO RD-HGA16 cells; AID 624466, 2012; Trace amine-associated receptor 1 (Homo sapiens), Q96RJ0; antagonist; 360,000 tested, 1.5% active; inhibition, % at 3 µM;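 active = inhibition above a per-plate cutoff, the mean inhibition of test compounds on that plate plus 3 SD, cut at about 49% in these data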;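 also: 0% = DMSO plus EC80 beta-PEA response and 100% = DMSO alone without agonist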
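Test system: CHO RD-HGA16 cells bearing hTAAR1 | Reagent: β-PEA, EC80 | Compound dosing: 3 µM, single point | Schedule: Dye loading 75 min at 37 °C, then 30 min room temperature | Signal: Calcium fluorescence with Fluo-8 | Evaluation: Percent inhibition of PEA-evoked calcium signal, max/basal emission ratio | Control set: DMSO-only wells and EC80 β-PEA-stimulated wells | Repeats: Singlicate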
CHRM1 PAM – human M1 muscarinic receptor positive allosteric modulators, primary screen, CHO-K1 cells, Fluo-8 calcium fluorescence, 1536-well. 360,000 tested, 0.088% active. activation, % at 3 µM. CHO-K1 hM1, ACh EC20; 0% = ACh EC20, 100% = maximal ACh. Muscarinic acetylcholine receptor M1 (Homo sapiens), P11229; in the data active = activation above about 19%, passing the limit was not always enough
V1R ag counter – agonists of human V1a receptor, primary screen, counter-screen for OXTR agonist project, fluorescence, CHO-V1R cells; Vasopressin V1a receptor (Homo sapiens), P37288; Fluo-8 calcium fluorescence, agonist mode; 0% DMSO, 100% 3 nM vasopressin; activation, % at 3 µM; 320,000 tested, 0.25% active;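 active = activation above the mean activation of all tested compounds plus 3 SD, per screening run, cut at about 20% in these data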;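 also: signal is peak over basal fluorescence ratio across a 100 second FLIPR read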
An asterisk follows results filed as active; . = no result given.

SMILES	TAAR1 agonist	OXTR potentiator	CHRM1 antagonist	OXTR agonist	M1 ag	CHO parental Ca	TAAR1 antag	CHRM1 PAM	V1R ag counter
CCOc1cc(C(=O)NN2CCOCC2)cc(OCC)c1OCC	-1	-3	-12	-1.2	-3	2	0	5	0.3
COCCn1cnnc1SCC(=O)Nc1sc2c(c1C#N)CCC2	1	0	2	0.6	-5	-4	7	1	0.6
O=C1Cc2cc(S(=O)(=O)Nc3ccc(F)cc3Cl)ccc2N1	-2	-5	-5	0.2	-4	-4	12	5	0.1
CCOc1cc2c(cc1OCC)C(c1ccccc1)N(c1ccccc1)C(=O)C2 (stereo not drawn)	5	2	-5	-2.2	-9	-19	-14	4	-1.4
O=C(NC1CCCCC1)C1CCN(S(=O)(=O)c2cccc3nsnc23)CC1	17	4	-21	-0.2	-1	0	-13	7	-0.9
O=c1c(-c2ccc(Br)cc2)coc2c(CN3CCCCC3)c(O)ccc12	2	.	12	.	-4	.	-10	-1	.
CC(C)CNc1ncnc2c1ncn2[C@H]1CN(Cc2ccc(Cl)cc2)C[C@@H](CO)O1	0	.	-3	.	2	.	5	7	.
O=C1c2ccccc2C(=O)N1Nc1ccc([N+](=O)[O-])cc1[N+](=O)[O-]	1	-6	-16	0.3	-3	-7	12	6	-0.3
O=[N+]([O-])c1ccc(N2CCCC2)cc1NC1CC1	2	-9	-7	-1.9	-12	2	4	5	0.1
Cc1csc(N2CCN(c3cc4c(cc3Cl)nc(-c3ccncc3)n4CCCN3CCCC3)CC2)n1	9	-6	12	0.6	-10	-29	3	-3	0.6
O=[N+]([O-])c1ccc(Oc2ccc(C(F)(F)F)cn2)cc1	12	0	-4	-2.1	-10	-7	11	8	-0.9
Cc1cccc(/C=N/c2sc3c(c2C#N)CCN(Cc2ccccc2)C3)c1O	0	-9	-1	0.7	-11	-4	5	4	-0.3
c1ccc(-c2cn3nc(-c4ccccc4)sc3n2)cc1	.	-1	-34	0.5	6	-7	.	17	-0.6
Cc1cc(=O)oc2c3c(cc(OCC(=O)NCC(O)c4ccccc4)c12)OC(C)(C)CC3 (stereo not drawn)	0	.	-9	.	0	.	6	4	.
Cc1cc2cc(CNC(=S)NCc3ccccc3)ccc2n1C	4	-6	15	-0.4	-8	-15	8	-16	1.2
O=S1(=O)CCOC[C@H](Cc2ccccc2)N1Cc1ccccc1F	5	1	8	-1.1	-8	-7	12	-2	-0.6
Cc1ccc(C(=O)N2CCN(Cc3ccc4c(c3)OCO4)CC2)cc1C	-1	-5	-3	-0.7	-6	-5	-12	1	0.3
O=C(O)c1cc2ccccc2c(N=Nc2cccnc2)c1O	.	-3	-4	-0.1	-2	-8	.	7	-1.1
COc1ccc(C2CCCN2C(=S)Nc2ccc(C)cc2Cl)cc1OC (stereo not drawn)	-2	-16	-10	-0.1	3	-14	-17	6	4.6
S=C(NCCCN1CCOCC1)N1CCOCC1	1	-4	-3	0.7	-1	6	-1	3	0.5
CCN(CC(=O)Nc1cc(Cl)ccc1C)C(=O)c1cc([N+](=O)[O-])ccc1N1CCOCC1	1	-7	-17	-2.3	-7	-32	-16	10	-1.4
Cc1ccc(C)c(S(=O)(=O)N2CCN(C(=O)c3cncc(Br)c3)CC2)c1	1	3	6	1.6	-3	-9	16	-4	2.1
CCOC(=O)C1=C[C@@H](C(C)(C)C)N(S(=O)(=O)c2ccc(C)cc2)[C@H]1c1ccc(Cl)c(Cl)c1	-2	.	1	.	-1	.	-3	2	.
COc1ccc(N2C(=O)CCC(C(=O)NCCN3CCOCC3)C2c2ccc(OC)c(OC)c2)cc1 (stereo not drawn)	6	.	22*	.	-2	.	-12	-4	.
CN(c1ccccc1C(=O)NC1CCCCC1)S(=O)(=O)c1ccccc1	4	-13	-18	0.2	-2	-9	-20	13	0.0
SMILES	TAAR1 agonist	OXTR potentiator	CHRM1 antagonist	OXTR agonist	M1 ag	CHO parental Ca	TAAR1 antag	CHRM1 PAM	V1R ag counter
CSCCC(NC(=O)c1cc(C)oc1C)C(=O)O (stereo not drawn)	1	-2	-11	0.9	-1	-4	4	11	0.3
Fc1ccc(NC(=S)Nc2ccccc2OC(F)F)cc1Cl	7	-10	13	9.6	-2	-3	5	-6	5.5
COc1cccc(CNc2ncc(Br)cc2Br)c1O	-1	-8	5	-2.9	-4	-26	-14	3	-1.1
CCC(C)N1C(=O)CCC1C(=O)NCc1ccc2c(c1)OCO2 (stereo not drawn)	4	-2	-6	0.7	-3	-3	-13	1	1.0
O=C(O)c1ccc(-c2ccc(/C=c3/sc4nc5ccccc5n4c3=O)o2)cc1Cl	8	-17	-2	0.3	0	2	27	3	1.2
Cc1ccc(O)c(C(=O)c2cnn(C(=O)COc3ccccc3C#N)c2)c1	.	0	.	0.8	.	-9	.	.	0.3
COc1cc(C=O)ccc1OCCCOc1ccccc1[N+](=O)[O-]	8	-7	-5	0.8	-2	-8	35	0	3.7
CCCCCOc1ccc(C(=O)OCC(=O)Nc2cc(C)c(C)cc2[N+](=O)[O-])cc1	1	0	11	0.3	-6	-2	7	-3	0.3
C#CCOc1ccccc1C(N)=O	1	4	-5	1.1	1	-25	-15	12	0.7
COCc1ccc(C(=O)N2CCCC(Nc3ccc4c(c3)OCCO4)C2)o1 (stereo not drawn)	6	1	-2	-0.5	-2	-11	-2	5	0.4
Cc1ccc(NC2CCCN(C(=O)c3ccc4nccnc4c3)C2)cc1C (stereo not drawn)	0	.	-10	.	-4	.	-20	5	.
CC(CC(=O)O)CC(=O)Nc1ccc(Br)cc1 (stereo not drawn)	7	-5	-10	1.5	-1	-9	-42	10	-0.2
Cc1ccc(C)c(N2CCN(C(=O)CN(C)S(=O)(=O)c3ccc4c(c3)CCC(=O)N4)CC2)c1	4	-8	-10	-0.9	1	1	-3	3	3.0
COc1cc(OC)cc(C(C(=O)NC2CCCCC2)N(C(=O)c2ccno2)c2ccccc2)c1 (stereo not drawn)	4	-9	-2	-1.3	-3	7	10	3	-0.4
O=C(Nc1ccncc1)C1(c2ccccc2)CCCC1	19	-4	3	0.9	-7	-3	-7	4	0.4
Cc1cc(/C=C2/NC(=O)NC2=O)c(C)n1-c1ccc(N2CCOCC2)cc1	12	-11	5	-0.1	-8	-2	10	1	0.4
C/C(=N\NC(=O)c1cccc(S(=O)(=O)N2CCOCC2)c1)c1ccc(C)cc1	1	-6	-10	-0.5	-4	-10	-21	10	-0.1
Cc1nnc2ccc(-c3cccc(NC(=O)Cc4cccs4)c3)nn12	10	-2	6	-1.8	-2	-4	27	2	1.7
O=C(Nc1ccc([N+](=O)[O-])cc1)Nc1ccon1	10	-12	-3	6.5	5	24	16	2	11
CN(C)c1ccc(/C=N/n2c(COc3ccccc3)n[nH]c2=S)cc1	0	-7	1	-2.7	-1	-1	-22	2	0.2
COc1ccccc1C(=O)NCCC(=O)N1CCN(c2ccccc2Cl)CC1	3	-2	-13	-2.4	2	-11	-6	16	2.2
CCOc1ccc(N2C(=O)Nc3ccccc3C2(O)C(=O)NCc2ccco2)cc1 (stereo not drawn)	0	-11	3	0.2	-4	-2	-14	2	0.3
O=C1c2ccccc2C(=O)N1CCCP(=O)(O)CCc1ccccc1	9	-11	-21	0.2	-1	6	-8	4	-0.9
COC(CN(C)C(=O)C1CCC(CNS(=O)(=O)c2ccccc2)CC1)OC (stereo not drawn)	6	-15	-6	0.5	0	-7	-13	3	1.2
O=C(Cc1ccc(-c2ccccc2)cc1)NCc1ccccc1	-3	-4	9	-0.2	-4	3	9	0	0.7

An excerpt from above in order of their number in TAAR1 antag, largest number first:
| Structure | TAAR1 antag |
| --- | --- |
| O=C(Cc1ccc(-c2ccccc2)cc1)NCc1ccccc1 | 9 |
| CCCCCOc1ccc(C(=O)OCC(=O)Nc2cc(C)c(C)cc2[N+](=O)[O-])cc1 | 7 |
| CN(C)c1ccc(/C=N/n2c(COc3ccccc3)n[nH]c2=S)cc1 | -22 |

More structures:
SMILES	TAAR1 agonist	OXTR potentiator	CHRM1 antagonist	OXTR agonist	M1 ag	CHO parental Ca	TAAR1 antag	CHRM1 PAM	V1R ag counter
CCc1nn2c(=O)c(S(=O)(=O)Nc3ccccc3)c(C)nc2s1	1	-5	11	1.7	-12	-3	-7	-15	2.8
CC(=O)N[C@H]1[C@H]([C@H](O)[C@H](O)CO)OC(C(=O)O)=C[C@@H]1O	1	-3	-23	0.8	0	-7	-13	8	0.5
Cc1cc(C)c(C)c(S(=O)(=O)N2CCN(Cc3nc4ccccc4[nH]3)CC2)c1C	20	-4	17	3.1	-7	-11	49*	-14	3.3
Cc1cccc(-n2ncc3c(N)ncnc32)c1	1	-4	1	0.1	-3	-5	-10	1	1.0
Cc1cc(C)c(S(=O)(=O)N2CCN(c3ccccc3)CC2)c(C)c1	-2	-18	-12	-1.3	-1	-7	-4	8	-1.1
CS(=O)(=O)N(CC(=O)N1CCc2ccccc2C1)c1cccc([N+](=O)[O-])c1	60*	-4	-13	0.3	-3	-6	-2	3	0.8
O=C(c1ccc(OC2CCN(CCc3ccccc3)CC2)cc1)N1CCCC(CCCO)C1 (stereo not drawn)	4	3	13	3.7	-3	-17	-26	-11	3.6
O=C(/C=C/c1ccccc1Cl)NNC(=O)c1ccncc1	1	-9	10	0.8	-4	-3	-1	-4	0.5
CC1(C)CC(=O)C/C(=N/NC(=O)C2CCN(S(=O)(=O)c3cccs3)CC2)C1	1	-6	6	-0.1	-8	-11	4	0	0.2
Cc1cc(C)c2nc(/N=C(\N)NC(=O)c3ccccc3)nc(C)c2c1	0	-2	-9	-0.6	-4	-34	-17	6	1.4
C=CCNc1nc(C(=O)OCC(=O)N(Cc2ccccc2)C(C)C)cs1	6	-7	22	0.3	-5	-19	17	-8	1.6
COC(=O)COc1cccc(NC(=O)c2cccc(C)c2)c1	1	-13	6	0.5	-4	-11	1	-7	-0.2
